D3 antag – blocks the human D3 dopamine receptor | P35462 | D3R cells, DiscoveRx beta-arrestin luminescence, antagonist mode; hits give low values | 2.5% of 360,000 active | AID 652054 | max response, negative = inhibition, %; in the data active means max response below about -50%; inconclusive means no clear call, values can overlap the other calls; further: on the % scale 0 is the no-effect control and ±100 the full control effect; mostly tested at two doses, the higher about 12 µM
Target sequence (P35462 whole entry, looked up): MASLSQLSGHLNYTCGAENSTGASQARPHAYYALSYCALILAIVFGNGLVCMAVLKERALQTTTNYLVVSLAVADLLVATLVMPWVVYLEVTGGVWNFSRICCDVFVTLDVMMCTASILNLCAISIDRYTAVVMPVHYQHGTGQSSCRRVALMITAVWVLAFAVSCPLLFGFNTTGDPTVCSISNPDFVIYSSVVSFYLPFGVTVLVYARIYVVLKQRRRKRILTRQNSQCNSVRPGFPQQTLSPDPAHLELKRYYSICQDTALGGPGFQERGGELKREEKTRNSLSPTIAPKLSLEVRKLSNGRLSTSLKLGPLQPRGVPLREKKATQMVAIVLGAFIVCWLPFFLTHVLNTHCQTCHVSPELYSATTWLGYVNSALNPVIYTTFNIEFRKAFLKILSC
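Cells plated overnight at 1500 cells/well, then exposed to library compounds with dopamine controls for 90 minutes at 37 degrees C. DiscoveRx reagent added for 30–60 minutes at room temperature; luminescence read, quantitative HTS format.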
TDP-43 yeast inh – inhibitors of TDP-43 toxicity in yeast; Potency, µM (series often up to 46.1 µM), for inactives: at the top dose growth rescue (activation), most hits filed as activators; 1.8% of 410,000 active; TDP-43 expressing yeast growth rescue, BacTiter-Glo, 24 h; AID 652104; further: potency means the concentration at half of the fitted maximal effect; % of control where 0% means no effect; nearly all actives have a fitted effect of over 50% in size
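Galactose-induced TDP-43 yeast, OD600=0.02, compound pinned; 24 hr, 30 deg C; BacTiter-Glo luminescence for growth. Inhibitors of TDP-43 toxicity read as activators.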
KB-V1 MDR tox – KB-V1 MDR subline cytotoxicity | KB-V1 MDR cells viability, CellTiter-Glo, 72 h | Potency, µM (highest dose often 46.1 µM), for inactives: at the top dose activity change, negative = cytotoxicity, actives largely listed as cytotoxic | 3.4% of 400,000 active; further: potency means the concentration at half of the fitted maximal effect; on the % scale 0 is the no-effect control and ±100 the full control effect; nearly all actives have a fitted effect of over 60% in size
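In this primary screen, KB-V1 cells overexpressing P-gp are incubated with library compounds (lowest to highest concentration) for 72 h at 37 degrees C before a luminescent ATP viability read.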
GLP-1R agonist – GLP-1 receptor (human) agonism. 0.007% of 380,000 active. AID 624172. HEK293 GLP-1R CRE-luciferase, luminescence, 4-6 h; cells express a hypersensitive GLP-1R form. Potency, µM (doses to about 45.6 µM), inactives show at the highest dose activation, hits mostly activators. P43220; further: potency means the concentration at half of the fitted maximal effect; % of control where 0% means no effect
Target sequence (P43220 whole entry, looked up): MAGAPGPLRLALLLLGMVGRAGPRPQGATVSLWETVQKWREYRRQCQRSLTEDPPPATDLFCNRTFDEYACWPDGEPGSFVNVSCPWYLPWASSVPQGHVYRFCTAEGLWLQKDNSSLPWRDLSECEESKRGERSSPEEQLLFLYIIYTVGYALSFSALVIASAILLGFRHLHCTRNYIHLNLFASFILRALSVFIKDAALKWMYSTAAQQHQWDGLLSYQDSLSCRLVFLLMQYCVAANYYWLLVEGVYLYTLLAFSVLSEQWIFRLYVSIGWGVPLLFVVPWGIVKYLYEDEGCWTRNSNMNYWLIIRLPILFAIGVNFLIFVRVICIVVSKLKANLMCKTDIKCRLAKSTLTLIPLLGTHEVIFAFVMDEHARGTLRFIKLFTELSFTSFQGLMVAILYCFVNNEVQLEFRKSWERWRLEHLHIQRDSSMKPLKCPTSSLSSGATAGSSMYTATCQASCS
DRD3 agonist – activates the human D3 dopamine receptor | max activation, % | P35462 | D3R DiscoveRx beta-arrestin cells, luminescence, 90 min | 0.58% of 410,000 active | AID 652048; in the data active means max activation above about 30%; further: 0% is about no effect; mostly tested at two doses, the higher about 12 µM
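Cells at 1500/well, incubated overnight, then treated with pinned compounds (dopamine as control) for 90 min at 37 degrees C. DiscoveRx reagent added for 30 - 60 minutes at room temperature; luminescence read.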
aSyn rescue – alpha-synuclein toxicity inhibition in yeast | Potency, µM (series often up to 46.1 µM), inactives show at the highest dose growth rescue (activation), actives largely listed as activators | Yeast expressing alpha-synuclein, growth rescue, BacTiter-Glo, 24 h | 0.14% of 370,000 active | AID 652106; further: potency means the concentration at half of the fitted maximal effect; % of control where 0% means no effect; nearly all actives have a fitted effect of over 65% in size
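Readout is rescue of growth in alpha-synuclein-expressing yeast, so inhibitors of toxicity appear as activators. Growth after 24 hr at 30 deg C in galactose medium is quantified by luminescence.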
HEK293 tox – cytotoxicity in counter-screen for GLP-1R inverse agonists; Potency, µM (series often up to 38.3 µM), inactives show at the top dose activity change, negative = inhibition, usual class: inhibitors; HEK293 cAMP-luciferase reporter cells, luminescence, 24 h; AID 624418; 0.13% of 410,000 active;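 further: loss of luciferase light is scored as toxicity; potency means the concentration at half of the fitted maximal effect; on the % scale 0 is the no-effect control and ±100 the full control effect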
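Compound-treated cells are incubated 24 hr at 37 deg C under 5% CO2 after a 12 hour attachment period, then luciferase detection reagent is added and luminescence is measured following 12 min at room temperature; lowered signal indicates toxicity.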
PTHR1 ag – activates the human parathyroid hormone receptor PTHR1 | Q03431 | HEK293 GP2 PTHR1 cells, GloSensor cAMP luminescence, 1 h | Potency, µM (top dose mostly 115 µM), without a hit: at the top dose activation, most hits filed as activators | 0.075% of 410,000 active | AID 743266; further: potency means the concentration at half of the fitted maximal effect; nearly all actives have a fitted effect of over 55% in size; some results filed as inactive show a strong effect at the top dose; inactives centre near -15; many of its hits are not listed in these tables
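HEK-293-derived GP2 cells expressing PTHR1 and a GloSensor cAMP reporter, 3,000/well, plated overnight, given luciferin plus IBMX (each 0.5 mM as added) for 1 h at 37 °C, then compound for 1 h at 37 °C. Luminescence was read after 15 min at room temperature.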
GLP-1R inv ag – acts as inverse agonist at human GLP-1 receptor | HEK293 GLP-1R CRE-luciferase, luminescence, 24 h; GLP-1R form is constitutively active | P43220 | 1.6% of 410,000 active | Potency, µM (series often up to 38.3 µM), for the others: top-dose activity change, negative = inhibition, usual class: inhibitors; further: potency means the concentration at half of the fitted maximal effect; on the % scale 0 is the no-effect control and ±100 the full control effect; nearly all actives have a fitted effect of over 55% in size
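Assay principle: reduced luminescence from a cAMP-responsive reporter in HEK293 cells co-expressing a constitutively active GLP-1R. Conditions: 24 hr compound incubation, 37 deg C, 5% CO2.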
Active calls of the source: *; i = inactive; ? = inconclusive; . = no result given; & = joins results of further samples; [ ] = remark or other dose. Unless noted, the call rests on the fitted dose curve; in most records, active means well fitted curve in the direction sought with a large enough effect; inconclusive means small, poorly fitted or top-dose-only effect, or another doubt; inactive means no such curve, though single readings can be large; an effect the other way counts as inactive or inconclusive. These rows are one share of the data. The share of hits here may be higher or lower than overall.

Every second line gives: D3 antag, TDP-43 yeast inh, KB-V1 MDR tox, GLP-1R agonist, DRD3 agonist, aSyn rescue, HEK293 tox, PTHR1 ag, GLP-1R inv ag
COc1ccc(NC(=O)c2cnc(SC)n2-c2ccc(F)cc2)c(OC)c1
  4, ?, -28%, 15%, 18, 19%, 15%, -20%, -21%
O=C(NCc1ccccn1)c1cccc(S(=O)(=O)N2CCc3ccccc32)c1
  -3, -2%, ., 27%, -20, -1%, 5%, -26%, -2%
Cn1c(SCc2nc3cc(C(=O)O)ccc3c(=O)[nH]2)nnc1C(F)(F)F
  7, 9%, 4%, -1%, 4, 5%, -3%[7.66 µM], i, 0%[7.66 µM]
CC(NC(=O)C1CCN(S(=O)(=O)c2ccc3nc4c(c(C(=O)O)c3c2)CCCC4)CC1)c1ccccc1 (stereo not drawn)
  5, -15%&-3%, ?, -3%, 3&-12, -7%, -5%&16%, -6%, -16%&11%
CCC1CCCCN1CCCNC(=O)CNC(=O)Cn1ccc2ccccc2c1=O (stereo not drawn)
  12, -2%, 8%, -7%, 20, 0%, -9%, -20%, 13%
Cc1cc(NC(=O)CCC(=O)N(Cc2ccccc2)C(C(=O)NC2CCCC2)c2ccc(C)o2)no1 (stereo not drawn)
  2, 17%, -9%, 17%, 4, 3%, -3%, -5%, -19%
CCOCCCNC(=O)c1cn(CC)c2ccc(S(=O)(=O)N3CCC(C)CC3)cc2c1=O
  -9, -3%, -2%, -6%, 3, -1%, 6%, -1%, 15%
CC1(C)Cc2c(sc3ncn(N)c(=N)c23)CO1
  -2, 24%, -8%, 10%, 3, -4%, 14%, i, 4%
CCOC(=O)COn1c(=O)c(-c2cccs2)[n+]([O-])c2ccccc21
  2, -9%, 0%, -3%, 1, 3%, -4%, -10%, 30%
COc1ccc(S(=O)(=O)N2CCCC(C(=O)NCC3CCCO3)C2)cc1Cl (stereo not drawn)
  18, 20%, ., 5%, 3, -2%, 8%, -12%, 10%

Continued, starting with the last two of the part before.
Every second line gives: D3 antag, TDP-43 yeast inh, KB-V1 MDR tox, GLP-1R agonist, DRD3 agonist, aSyn rescue, HEK293 tox, PTHR1 ag, GLP-1R inv ag
CCOC(=O)COn1c(=O)c(-c2cccs2)[n+]([O-])c2ccccc21
  2, -9%, 0%, -3%, 1, 3%, -4%, -10%, 30%
COc1ccc(S(=O)(=O)N2CCCC(C(=O)NCC3CCCO3)C2)cc1Cl (stereo not drawn)
  18, 20%, ., 5%, 3, -2%, 8%, -12%, 10%
C#CCn1c(S(=O)(=O)Cc2ccc(OC)cc2)nc(-c2ccccc2)c1-c1ccccc1
  -17, -23%, 17%, -2%, 2, -10%, 1%, i, ?
CC(NCC(=O)NCC(=O)Nc1ccc(F)cc1)c1cccc(C(F)(F)F)c1 (stereo not drawn)
  -30, -17%, ., 1%, -35, -1%, -7%, i, ?
CCC(C)[C@H](NC(=O)N1CCC(Cc2ccccc2)CC1)C(=O)O (stereo partly drawn)
  19, 14%, 6%, 3%, -8, 10%, 1%, -23%, 4%
CC(C)CN1C(=O)CSCC1(C)C(=O)NC(C)C (stereo not drawn)
  10, 12%, -5%, ., 8, 3%, -4%, -7%, -7%
C=CCn1c(SCC(=O)N2CCOCC2)nc(O)cc1=O
  3, -4%, 19%, -11%, -3, 2%, -6%, -26%, 24%
Cc1ccc(-n2c(=O)c(C#N)cc3c(=O)n4ccccc4nc32)cc1C
  -16, -30%, ?, -8%, -6, -4%, 121%[activator], i, -2%
Cc1cc(Cl)ccc1OCCCC(=O)NC1CCN(C)CC1
  -16, -11%, ?, 14%, -18, 0%, -3%, ?, -7%
COc1ccc(C(C)=O)cc1CSc1nc2ccccc2c(=O)n1-c1ccccc1
  4, 13%, -16%, 22%, 3, -19%, -19%, -9%, 11%
COc1ccc(NC(=O)c2cc(-c3cc(F)ccc3OC(C)C)n[nH]2)c(C)c1
  16, ?, 0%, -4%, 14, 6%, -5%, i, ?
Cn1nc(NC(=O)C(F)(F)F)c2nccnc21
  -15, 5%, 19%, -5%, -6, -2%, 5%, -2%, 8%
COc1cc(CNC(=O)C2CC(O)CN2C(=O)Nc2ccccc2)cc(OC)c1OC (stereo not drawn)
  -1, 2%, 26%, 2%, -2, -6%, 5%, -18%, 15%
Cc1ccc(NC(=O)NCCN2C(=O)C3C4C=CC(C4)C3C2=O)cc1 (stereo not drawn)
  -14, 0%, -3%, -6%, 1, 7%, 1%, i, ?
O=C(NCc1ccccc1)C1C(c2ccccc2)=Nc2ccccc2N1C(=O)c1cccnc1 (stereo not drawn)
  ?, 11%, ?, ., -13, 8%, 10%, i, 4%
CCC(=O)N=c1ccn(C2=Nc3ccccc3NC2=C(C#N)C#N)cc1
  ?, -2%, -13%, 0%, -14, -2%, -4%, 13%, -5%
O=C1NC[C@@H](CCCCN2C[C@H](Cc3ccc(O)cc3)N(CCc3ccccc3)C(=O)C2=O)N(CCc2ccc(O)cc2)C1=O
  -18, 6%, -3%, 3%, -13, 1%, 1%, -5%, 1%
O=C(NCc1ccc(OC(F)(F)F)cc1)C1CC(c2ccccc2C(F)(F)F)=NO1 (stereo not drawn)
  14, 27%, ?, 6%, 2, 0%, -3%, -8%, ?
NC(=O)CSc1ncnc2c1nnn2Cc1ccc(F)cc1
  8, 7%, -1%, -2%, -4, 5%, -2%[7.66 µM], -59%[inhibitor], -1%[7.66 µM]
O=C(NNc1ccc([N+](=O)[O-])cc1)Nc1ccccc1
  -3, ?, 0%, -2%, -4, -2%, -3%, i, -11%
COc1cc(C(=O)Nc2ccc(N3CCCS3(=O)=O)cc2)c([N+](=O)[O-])cc1OC
  -16, -1%, -7%, -4%, -14, -12%, -6%, i, 11%
Cc1ccc(CN(C(=O)COc2cccc(Cl)c2)c2ccccn2)o1
  ., 22%, 3%, ., 2, ., -4%, i, ?
CC(=Nc1ccc(C)c(C)c1)C1=C(O)CCC1=O
  -4, 11%, ?, -1%, -1, -2%, 1%, -13%, 10%
CC(=O)c1ccc(N2CCN(S(=O)(=O)c3ccc4[nH]c5c(c4c3)CCCC5)CC2)cc1
  ., 0%, -26%, ., 7, ., 2%, -2%, -17%
CC(C)(C)NC(=O)C(Cc1ccccc1)NS(=O)(=O)c1cccc2nsnc12 (stereo not drawn)
  -3, 6%, -16%, -4%, -3, 4%, 7%, -21%, -2%
COc1ccc(-n2ncc3c2ncn2nc(Cc4ccccc4)nc32)cc1
  ., 25%, ., ., 10, ., -6%, i, 10%
CC(C)(C)C(=O)N(Cc1ccc(Cl)cc1)Cc1cccnc1
  8, 19%, ?, 6%, 3, ?, 3%, -37%[inhibitor], -21%
Cc1cccc(N2C(=O)C=CC2=O)c1
  -26, -94%[inhibitor], 1%, 0%, 3, -71%[inhibitor], -18%, -2%, -27%
CCOC(=O)c1c(C)c(C(=O)Nc2cc(F)ccc2F)c(C)n1C
  -12, -2%, 2.6µM*, 0%, 4, 10%, -9%, -4%, -15%
O=C(Nc1ccccc1)c1cc(C2CCCN(C(=O)c3cccs3)C2)on1 (stereo not drawn)
  0, ?, ?, -4%, 29, 2%, 2%, -23%, -13%
CCOc1cccc2sc(N(CCCN(C)C)C(=O)Cc3ccccc3)nc12
  4, -4%, 1%, 5%, -11, 5%, -11%, -2%, -4%
CCOn1c(=O)c(-c2cccc(Br)c2)[n+]([O-])c2ccccc21
  16, 4%, 13%, 24%, -2, -1%, -4%, -14%, 6%
Cn1c(=O)[nH]c(=O)c2c1nc(CN1CCN(c3ccccc3)CC1)n2Cc1c(F)cccc1Cl
  ., -5%, ., ., -14, ., 1%, i, 6%
CCOC(=O)N1CCN(C(=O)C2CCCN(Cc3nc(-c4ccc(Cl)cc4)oc3C)C2)CC1 (stereo not drawn)
  9, -3%, -20%, 3%, 1, -2%, -9%, -81%[inhibitor], ?
COc1ccc(CNC(=O)CCc2c(C)nc3c(c2C)c(=O)n(C)c(=O)n3C)cc1
  ., -6%, 3%, 0%, 5, ., 17%, 18%, 4%
CN(C)c1cccc(C(=O)NCc2ccc(Cl)cc2)c1
  -13, -10%, 1%, 4%, 2, 2%, 17%, i, 9%
Cc1cccc(/C=C\c2nc3ccccc3c(=O)[nH]2)c1
  -2, -12%, ?, 10%, -5, -3%, -22%, -9%, 20%
CC1(C)CC(=O)C(=Cc2cn(CCC#N)nc2-c2ccc(F)cc2)C(=O)C1
  -3, 6%, ?, -2%, -3, 4%, -11%, -36%[inhibitor], 16%
CCN(CC(=O)Nc1ccc(NC(C)=O)cc1)C(=O)c1ccc(COc2ccc(C(C)(C)C)cc2)cc1
  18, 14%, -26%, 11%, -8, 4%, 6%, -40%[inhibitor], ?
Cc1cc2c(=O)n(NC(N)=O)c(C)nc2s1
  3, 4%, 0%, -10%, 1, 4%, 1%, -23%, 2%
COc1ccc(Cc2c(C3CCCCC3)nc3c(C)cc(Br)cn23)c(C)c1
  7, 8%, 3%, 3%, 9, 4%, -8%, -12%, -11%
Cc1ccc(CNC(=O)C(=O)NCC(c2ccc3c(c2)OCO3)N2CCOCC2)cc1 (stereo not drawn)
  ., ?, ., ., -1, ., 2%, i, 3%
O=C(Nc1ccc(N2CCOCC2)c([N+](=O)[O-])c1)c1ccco1
  -22, -16%[9.22 µM], -29%, 19%, -9, -3%, -12%, -62%[inhibitor], 33%[activator]
O=C(/C=C/c1cccs1)c1cc(F)ccc1OC(=O)N1CCOCC1
  -23, 13%, ?, -1%, 4, 6%, -17%, -10%[57.5 µM], ?
O=C(CN1CCN(Cc2ccccc2)CC1)Nc1ccc(S(=O)(=O)N2CCOCC2)cc1
  6, -22%, ?, 6%, -4, 2%, -12%, i, -14%
Cc1cc2cc(CNC(=S)NC3CCCCC3)ccc2[nH]1
  10, 20%, ?, 4%, 0, 2%, -46%, -30%[inhibitor], ?
O=C(NCc1ccco1)C1CCCN1C(=O)Nc1ccc(Br)cc1 (stereo not drawn)
  6, -6%, 14%, 2%, 8, -4%, -7%, -17%, 11%
CCC(=O)n1nc(NCc2ccc(OC)c(OC)c2)nc1NCc1ccc(OC)c(OC)c1
  24, 13%, ?, 39%, 3, 1%, 9%, -29%, 26%
